Sm TGR block – qHTS Assay for the Inhibitors of Schistosoma Mansoni Peroxiredoxins; purified TGR, DTNB reduction, TNB absorbance 405 nm; Potency, µM (top dose mostly 114 µM), for the others: at the highest dose activity change, negative = inhibition, actives largely listed as inhibitors; 360,000 tested, 3% active; also: potency is read from the fitted curve at half-maximal effect; nearly all actives have a fitted effect of over 60% in size
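TGR 20 nM + NADPH 100 uM (dispensed conc.), cpd preinc 15 min RT; start with NADPH (500 uM addition) then DTNB (15 mM addition). Kinetic TNB absorbance, 405 nm filter. Four-parameter Hill fit across titration.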
LmPK inh – qHTS Assay for Inhibitors of Leishmania Mexicana Pyruvate Kinase (LmPK) | purified LmPK, Kinase-Glo ATP luminescence, 1 h | Potency, µM (titrated, usually from 57.5 µM), without a hit: at the highest dose activity change, negative = inhibition, usual class: inhibitors | 290,000 tested, 0.37% active; also: potency is read from the fitted curve at half-maximal effect
Target sequence (Q27686 whole entry, looked up): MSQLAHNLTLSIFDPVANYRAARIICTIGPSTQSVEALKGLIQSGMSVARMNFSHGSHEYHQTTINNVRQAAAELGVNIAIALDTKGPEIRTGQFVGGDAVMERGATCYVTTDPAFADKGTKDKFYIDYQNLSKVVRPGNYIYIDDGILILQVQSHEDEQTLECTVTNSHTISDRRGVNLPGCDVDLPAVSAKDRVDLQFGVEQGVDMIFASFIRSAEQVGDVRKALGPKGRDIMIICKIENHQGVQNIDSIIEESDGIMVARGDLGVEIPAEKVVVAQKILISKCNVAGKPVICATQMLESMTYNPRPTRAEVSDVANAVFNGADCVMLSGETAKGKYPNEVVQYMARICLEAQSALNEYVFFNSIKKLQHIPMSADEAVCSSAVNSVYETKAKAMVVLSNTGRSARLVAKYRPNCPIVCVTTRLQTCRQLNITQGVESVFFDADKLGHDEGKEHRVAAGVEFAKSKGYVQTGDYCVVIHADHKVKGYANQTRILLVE
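Kinase-Glo luminescence read after 1 h RT reaction of 0.1 nM LmPK with 0.5 mM PEP and 0.1 mM ADP. Activity scaled between uninhibited and enzyme-free controls.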
AmpC no deterg – qHTS Inhibitors of AmpC Beta-Lactamase (assay without detergent) | P00811 | AmpC nitrocefin hydrolysis, absorbance 480 nm, 0.0001% Triton | Potency, µM (top dose mostly 57.1 µM), for inactives: at the top dose activity change, negative = inhibition, usual class: inhibitors | 330,000 tested, 0.52% active | AID 485341, 2010;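 also: potency is read from the fitted curve at half-maximal effect; plate controls were no compound for no effect and no enzyme for full effect; nearly all actives have a fitted effect of over 20% in size; some results filed as inactive show a strong effect at the top dose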
Target sequence (P00811 whole entry, looked up): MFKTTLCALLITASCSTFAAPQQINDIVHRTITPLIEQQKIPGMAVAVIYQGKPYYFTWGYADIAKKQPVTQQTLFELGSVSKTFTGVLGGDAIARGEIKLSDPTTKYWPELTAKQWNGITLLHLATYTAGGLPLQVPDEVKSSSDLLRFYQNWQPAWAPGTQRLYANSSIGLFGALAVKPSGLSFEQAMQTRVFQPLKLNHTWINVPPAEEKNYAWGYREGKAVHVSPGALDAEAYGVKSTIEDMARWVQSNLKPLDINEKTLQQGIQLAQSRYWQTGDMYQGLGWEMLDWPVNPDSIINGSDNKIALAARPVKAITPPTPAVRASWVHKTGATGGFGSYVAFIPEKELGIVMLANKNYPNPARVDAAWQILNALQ
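AmpC (5.3 nM in the dispensed reagent) in 20 mM phosphate pH 7.0 with 0.01% (detergent screen) or 0.0001% Triton X-100 was preincubated with compounds for 15 min at room temperature. Nitrocefin was then added from an 800 uM solution, and hydrolysis was followed at 480 nm.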
AmpC inh detg – qHTS Inhibitors of AmpC Beta-Lactamase (assay with detergent); P00811; AmpC hydrolysis of nitrocefin, absorbance 480 nm, 0.01% Triton; Potency, µM (titrated, usually from 114 µM), inactives show top-dose activity change, negative = inhibition, usual class: inhibitors; 370,000 tested, 0.041% active; AID 485294, 2010;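 also: potency is read from the fitted curve at half-maximal effect; 0% = no-compound wells and -100% = no-enzyme wells; nearly all actives have a fitted effect of over 25% in size; some results filed as inactive show a strong effect at the top dose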
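20 mM phosphate pH 7.0 + 0.01% (detergent screen) or 0.0001% Triton X-100; 5.3 nM AmpC reagent; cpd preinc 15 min RT; nitrocefin (800 uM stock) to start; A480 q20 s × 4 min; Activity was normalised to no-enzyme and no-compound control wells.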
HCMV inh – qHTS Assay for inhibitors of the human cytomegalovirus (HCMV); HFF cells, HCMV-luciferase reporter, 72 h; stronger effect = lower value; activity change, negative = inhibition, % at 57.5 µM; 410,000 tested, 4.5% active; AID 1259415, 2018; in the data active = activity change below about -60%; inconclusive = no clear call, values can overlap the other calls; inactive = above about -39%
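Luciferase read-out from HCMV-luciferase-infected HFFs (MOI 1 PFU/cell) 72 h post infection at 37C; compounds added after 16 h cell attachment; activity normalized between buffer-only basal and Salinomycin (10uM) inhibitor controls.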
AMA1 RON2 block – qHTS for Inhibitors of AMA1-RON; Towards Development of Antimalarial Drug Lead: Primary Screen | Plasmodium falciparum AMA1 (3D7) - RON2 peptide interaction | AlphaScreen AMA1-biotinylated RON2 peptide binding | Potency, µM (top dose mostly 58.2 µM), for the others: top-dose activity change, negative = inhibition, most hits filed as inhibitors | 360,000 tested, 0.2% active | AID 720542, 2013;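 also: potency is read from the fitted curve at half-maximal effect; 0% = vehicle wells and -100% = peptide control; nearly all actives have a fitted effect of over 45% in size; some results filed as inactive show a strong effect at the top dose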
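AMA1 (3D7) with his tag at 25 nM final met compounds first, then biotinylated RON2 peptide at 25 nM; detection used donor plus acceptor beads, 10 µg/mL apiece, read by AlphaScreen after 30 min at room temperature.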
TbPYK inhibitor – qHTS of Trypanosoma Brucei Inhibitors | AID 624173, 2012 | TbPYK enzyme, Kinase-Glo Plus ATP luminescence, 45 min | 410,000 tested, 0.12% active | pyruvate kinase (Trypanosoma brucei), Q57TT1 | Potency, µM (highest dose often 76.8 µM), inactives show top-dose activity, negative = inhibition, most hits filed as inhibitors; also: potency is read from the fitted curve at half-maximal effect; nearly all actives have a fitted effect of over 50% in size
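Quantitative HTS: titrated library compounds versus trypanosomal pyruvate kinase in TEA buffer (pH 7.2) containing KCl, MgCl2, BSA and Tween-20. Reactions were initiated with ADP, 130 uM final. Kinase-Glo Plus luminescence was read after 45 min at RT.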
An asterisk follows results filed as active; [ ] = remark or other dose. Unless noted, calls follow the shape of the dose curve; as a rule, active = well fitted curve in the direction sought with a large enough effect; inconclusive = small, poorly fitted or top-dose-only effect, or another doubt; inactive = no such curve, though single readings can be large; an effect the other way counts as inactive or inconclusive. Unless noted, % is scaled to controls: 0 for no effect and ±100 for the full control effect. Rows are unselected. Share with any hit: about 7.4%.

`O=C1c2ccsc2SCCN1Cc1cccc(F)c1` gave Sm TGR block -20%, LmPK inh 5%, AmpC no deterg -14%, AmpC inh detg -17%, HCMV inh inconclusive, AMA1 RON2 block 3% and TbPYK inhibitor -4%.
For CCCCn1c(SCC(=O)Nc2cc(C)on2)nc2ccsc2c1=O the results were Sm TGR block 5%, LmPK inh 1%, AmpC no deterg -13%, AmpC inh detg -9%, HCMV inh -16, AMA1 RON2 block 1% and TbPYK inhibitor 1%.
Screening CCn1cc(CNC(=O)CC2C(=O)NCCN2CC(c2ccccc2)c2ccccc2)cn1 (centres undefined) returned Sm TGR block inconclusive, LmPK inh 0%, AmpC no deterg 61%[activator], AmpC inh detg -4%, HCMV inh -26, AMA1 RON2 block 18% and TbPYK inhibitor 0%.
Screening CCCN(C(=O)COC(=O)c1[nH]c(C)c(C(=O)OC)c1C)c1c(N)n(Cc2ccccc2)c(=O)[nH]c1=O returned Sm TGR block -4%, AmpC no deterg -14%, AmpC inh detg -15%, HCMV inh -24, AMA1 RON2 block -2% and TbPYK inhibitor 3%.
For CCOC(=O)c1ccc(Nc2nnc(C)c3ccccc23)cc1 the results were Sm TGR block inconclusive, LmPK inh -7%, AmpC no deterg -30%, AmpC inh detg 1%, HCMV inh -7, AMA1 RON2 block 3% and TbPYK inhibitor -7%.
For COc1ccc(S(=O)(=O)N2CCC3(CC2)OCCO3)cc1 the results were Sm TGR block 1%, LmPK inh -1%, AmpC no deterg -13%, AmpC inh detg inconclusive, HCMV inh -31, AMA1 RON2 block 8% and TbPYK inhibitor 2%.
Screening Cc1ccc2nc(C)c(C(=O)NN=C3CCN(C)CC3)n2c1 returned LmPK inh -4%, AmpC no deterg -7%, AmpC inh detg -3%, HCMV inh 11, AMA1 RON2 block 61%[activator] and TbPYK inhibitor 4%.
COc1cc(-c2noc(CCCC(=O)NC3CCCCC3)n2)cc(OC)c1OC was read as Sm TGR block -5%, LmPK inh 1%, AmpC no deterg 59%, AmpC inh detg -7%, HCMV inh 12, AMA1 RON2 block -4% and TbPYK inhibitor 1%.
CC1CCCCN1C(=O)Cn1c(=O)n(-c2ccc(Cl)cc2)c(=O)c2c3c(sc21)CCC3 (centres undefined) was read as Sm TGR block 3%, AmpC inh detg -1%, HCMV inh -16 and TbPYK inhibitor -2%.
`CCC1=[N+](CC(=O)c2ccc(C)cc2)CCn2cccc21` gave LmPK inh 0%, AmpC no deterg -10%, AmpC inh detg 7%, HCMV inh 3, AMA1 RON2 block -17% and TbPYK inhibitor -6%.
`CC12CC(NC(=O)N1c1cccc(C(=O)NCc3ccc4c(c3)OCO4)c1)c1cc(Cl)ccc1O2` (centres undefined) gave Sm TGR block -25%, LmPK inh 1%, AmpC no deterg 6%, AmpC inh detg inconclusive, HCMV inh -4, AMA1 RON2 block -10% and TbPYK inhibitor 1%.
`[O-][N+](=Cc1ccccc1)CC1(O)CCCCC1` gave HCMV inh 83, AMA1 RON2 block 3% and TbPYK inhibitor 2%.
CN1CCN(CCCCOc2cccc3ccccc23)CC1 was read as Sm TGR block -1%, LmPK inh 1%, AmpC no deterg 17%, AmpC inh detg -5%, HCMV inh 19, AMA1 RON2 block 0% and TbPYK inhibitor 3%.
For Cn1c(SCC(=O)N2CCN(Cc3ccccc3)CC2)nnc1-c1ccncc1 the results were Sm TGR block 5%, LmPK inh 1%, AmpC no deterg -7%, AmpC inh detg -17%, HCMV inh -33, AMA1 RON2 block -3% and TbPYK inhibitor -8%.
Cc1nn(C)cc1/C=N/NC(=O)c1sc2ccccc2c1Cl was read as Sm TGR block -13%, LmPK inh 0%, AmpC no deterg 104%[activator], AmpC inh detg inconclusive, HCMV inh -18, AMA1 RON2 block 75%[activator] and TbPYK inhibitor 1%.
`Cc1ccc(C)c(N/C=C(\C#N)c2nc3ccccc3o2)c1` gave HCMV inh 34, AMA1 RON2 block 1% and TbPYK inhibitor 1%.
`COc1ccc(CN(C)C(=O)c2ccc(NS(=O)(=O)c3ccc4[nH]c(=O)[nH]c4c3)cc2)c(OC)c1OC` gave AmpC no deterg -8%, HCMV inh -7, AMA1 RON2 block 10% and TbPYK inhibitor 7%.
`CCCOc1ccc(/C(O)=C2/C(=O)C(=O)N(CCCn3ccnc3)C2c2ccco2)cc1` (centres undefined) gave Sm TGR block -18%, LmPK inh -2%, AmpC no deterg -23%, AmpC inh detg -6%, HCMV inh 4, AMA1 RON2 block 6% and TbPYK inhibitor -18%.
For Cc1noc(NS(=O)(=O)c2ccc(NC(=O)C34CC5CC(C3)CC(n3cnc(Br)n3)(C5)C4)cc2)c1C the results were Sm TGR block -4%, LmPK inh 0%, AmpC no deterg -19%, AmpC inh detg inconclusive, HCMV inh inconclusive, AMA1 RON2 block -20% and TbPYK inhibitor -16%.
Screening C=CC(COCc1ccccc1)N([C@@H](Cc1ccccc1)C(=O)OC)S(=O)(=O)c1ccccc1Br (some centres undefined) returned AmpC no deterg -20%, HCMV inh -26, AMA1 RON2 block 3% and TbPYK inhibitor -1%.

Next section (4 carried over from the part before).
`COc1ccc(CN(C)C(=O)c2ccc(NS(=O)(=O)c3ccc4[nH]c(=O)[nH]c4c3)cc2)c(OC)c1OC` gave AmpC no deterg -8%, HCMV inh -7, AMA1 RON2 block 10% and TbPYK inhibitor 7%.
`CCCOc1ccc(/C(O)=C2/C(=O)C(=O)N(CCCn3ccnc3)C2c2ccco2)cc1` (centres undefined) gave Sm TGR block -18%, LmPK inh -2%, AmpC no deterg -23%, AmpC inh detg -6%, HCMV inh 4, AMA1 RON2 block 6% and TbPYK inhibitor -18%.
For Cc1noc(NS(=O)(=O)c2ccc(NC(=O)C34CC5CC(C3)CC(n3cnc(Br)n3)(C5)C4)cc2)c1C the results were Sm TGR block -4%, LmPK inh 0%, AmpC no deterg -19%, AmpC inh detg inconclusive, HCMV inh inconclusive, AMA1 RON2 block -20% and TbPYK inhibitor -16%.
Screening C=CC(COCc1ccccc1)N([C@@H](Cc1ccccc1)C(=O)OC)S(=O)(=O)c1ccccc1Br (some centres undefined) returned AmpC no deterg -20%, HCMV inh -26, AMA1 RON2 block 3% and TbPYK inhibitor -1%.
C[C@H](CO)N1C[C@H](C)[C@@H](CN(C)S(=O)(=O)c2cccc(C#N)c2)OCc2cn(nn2)CCCC1=O was read as HCMV inh -13, AMA1 RON2 block 0% and TbPYK inhibitor 3%.
Screening CCn1cnc2sc(C(=O)Nc3ccc4c(c3)OCO4)c(C)c2c1=O returned Sm TGR block 0%, LmPK inh -19%, AmpC no deterg -17%, AmpC inh detg -4%, HCMV inh 78, AMA1 RON2 block 5% and TbPYK inhibitor 1%.
Screening CC1CCCCN1C(=O)CNCC1CCCO1 (centres undefined) returned Sm TGR block 3%, LmPK inh 2%, AmpC no deterg -22%, AmpC inh detg -2%, HCMV inh -14, AMA1 RON2 block -2% and TbPYK inhibitor 8%.
`O=C(Nc1ccncc1)c1ccc(Cl)c([N+](=O)[O-])c1` gave Sm TGR block -35%, LmPK inh 3%, AmpC no deterg -16%, AmpC inh detg -12%, HCMV inh 27, AMA1 RON2 block -4% and TbPYK inhibitor -8%.
Screening CCN(CC)S(=O)(=O)c1ccc(N/N=C/c2cccnc2)nc1 returned Sm TGR block 1%, LmPK inh 1%, AmpC no deterg -15%, AmpC inh detg 5%, HCMV inh -23, AMA1 RON2 block -4% and TbPYK inhibitor 2%.
Screening CC1=C(C(=O)Nc2ccccc2C(=O)N2CCN(c3ccccc3)CC2)SCCO1 returned HCMV inh 26, AMA1 RON2 block -17% and TbPYK inhibitor 1%.
Screening Oc1ccc(/C=N/n2c(C3CCCCC3)n[nH]c2=S)c(O)c1 returned Sm TGR block 0%, LmPK inh -14%, AmpC no deterg -29%, AmpC inh detg 1%, HCMV inh -33, AMA1 RON2 block 100%[activator] and TbPYK inhibitor inconclusive.
Screening Cc1cccc(-n2ncc3c(NCc4ccccc4)ncnc32)c1 returned Sm TGR block -6%, LmPK inh 1%, AmpC no deterg -12%, AmpC inh detg -5%, HCMV inh 96, AMA1 RON2 block 7% and TbPYK inhibitor 5%.
`Cn1ccnc1SCC(=O)Nc1ccc2c(c1)OCO2` gave Sm TGR block -126%, LmPK inh -15%, AmpC no deterg -21%, AmpC inh detg 7%, HCMV inh 67, AMA1 RON2 block -1% and TbPYK inhibitor 3%.
COc1ccc(S(=O)(=O)N2CCOCC2)cc1C(C)C was read as Sm TGR block 3%, LmPK inh -6%, AmpC no deterg 8%, AmpC inh detg 1%, HCMV inh 37, AMA1 RON2 block 4% and TbPYK inhibitor -4%.
Screening CC(=O)c1cccc(NS(=O)(=O)c2c(C)noc2C)c1 returned Sm TGR block -19%, LmPK inh 1%, AmpC no deterg -23%, AmpC inh detg inconclusive, HCMV inh 40, AMA1 RON2 block 11% and TbPYK inhibitor 3%.
For CCc1nn2c(=O)cc(COC(=O)c3cccc(NC(=O)c4cccs4)c3)nc2s1 the results were Sm TGR block 1%, AmpC inh detg 15%, HCMV inh 67 and TbPYK inhibitor -8%.
For CC(=O)c1ccc(NC(=O)c2cc(CC(C)C)on2)cc1 the results were Sm TGR block 4%, LmPK inh 1%, AmpC no deterg 50µM*, AmpC inh detg inconclusive, HCMV inh -21, AMA1 RON2 block 16% and TbPYK inhibitor 2%.
Screening CCS(=O)(=O)c1nc(S(=O)(=O)c2ccc(C)cc2)c(N2CCCC(C)C2)s1 (centres undefined) returned Sm TGR block -10%, LmPK inh 0%, AmpC no deterg 5%, AmpC inh detg 4%, HCMV inh inconclusive, AMA1 RON2 block -20% and TbPYK inhibitor -7%.

Part of the list above in order of count of non-hydrogen atoms, descending:
For CCc1nn2c(=O)cc(COC(=O)c3cccc(NC(=O)c4cccs4)c3)nc2s1 the results were Sm TGR block 1%, AmpC inh detg 15%, HCMV inh 67 and TbPYK inhibitor -8%.
For CC(=O)c1ccc(NC(=O)c2cc(CC(C)C)on2)cc1 the results were Sm TGR block 4%, LmPK inh 1%, AmpC no deterg 50µM*, AmpC inh detg inconclusive, HCMV inh -21, AMA1 RON2 block 16% and TbPYK inhibitor 2%.
Screening CC(=O)c1cccc(NS(=O)(=O)c2c(C)noc2C)c1 returned Sm TGR block -19%, LmPK inh 1%, AmpC no deterg -23%, AmpC inh detg inconclusive, HCMV inh 40, AMA1 RON2 block 11% and TbPYK inhibitor 3%.

Source: PubChem BioAssay
